Source: PubChem BioAssay
TIM10 inh = TIM10 yeast growth inhibition; S. cerevisiae TIM10 strain growth, BacTiter-Glo luminescence, 24 h; actives 1.4% (n = 330,000); AID 463195; inhibition, % at 10 µM;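 active = inhibition of 40% or more at the single tested concentration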;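 also: wild-type TIM10 isogenic control strain grown at permissive 25 °C; 0% = DMSO yeast wells and 100% = minimal medium wells without yeast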
tim23-1 inh = inhibits growth of tim23-1 mutant yeast; S. cerevisiae tim23-1 growth, BacTiter-Glo luminescence, 24 h; inhibition, % at 20 µM; actives 1.3% (n = 330,000); AID 463212;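 active = growth inhibition of the mutant yeast at or above 50%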;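 also: temperature-sensitive mutant grown at 25 °C; plate controls were DMSO-treated mutant yeast for no effect and medium wells lacking yeast for full effect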
tim10-1 inh = tim10-1 yeast growth inhibition | inhibition, % at 20 µM | S. cerevisiae tim10-1 ts strain growth, BacTiter-Glo, 24 h | actives 2.2% (n = 330,000);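 active = inhibition of at least 40%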;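 also: mutant grown at 25 °C; 0% = DMSO wells with yeast and 100% = wells holding no yeast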
NALP3 yeast inh = inhibitors of NALP3 inflammasome in yeast; Yeast reconstituted NLRP3/ASC/caspase-1, beta-gal luminescence, 24 h; inhibition, % at 10 µM; actives 0.39% (n = 330,000);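 active = inhibition of 50% or more; inactive = inhibition below 50%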;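 also: plate controls were induced DMSO wells for no effect and uninduced yeast grown without galactose for full effect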
NR3A LBD binder = modulates the human NR3A ligand-binding domain. Tm shift relative to glycine control, % at 25 µM. actives 2.5% (n = 340,000). NR3A LBD differential scanning fluorimetry, Tm shift; 0% = protein alone, 100% = glycine-bound protein;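 active = melting temperature shift of at least 10% of the positive control shift, at one fixed dose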
Mdm2 MdmX PPI = inhibitors of human Mdm2/MdmX interaction; inhibition, % at 8 µM; actives 3% (n = 330,000); AID 485346; SaOS-2 split-luciferase Mdm2/MdmX complementation, luminescence; O15151+Q00987;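 active = inhibition of at least 50% at 8 µM in the primary screen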
Target sequence (O15151 whole entry, looked up): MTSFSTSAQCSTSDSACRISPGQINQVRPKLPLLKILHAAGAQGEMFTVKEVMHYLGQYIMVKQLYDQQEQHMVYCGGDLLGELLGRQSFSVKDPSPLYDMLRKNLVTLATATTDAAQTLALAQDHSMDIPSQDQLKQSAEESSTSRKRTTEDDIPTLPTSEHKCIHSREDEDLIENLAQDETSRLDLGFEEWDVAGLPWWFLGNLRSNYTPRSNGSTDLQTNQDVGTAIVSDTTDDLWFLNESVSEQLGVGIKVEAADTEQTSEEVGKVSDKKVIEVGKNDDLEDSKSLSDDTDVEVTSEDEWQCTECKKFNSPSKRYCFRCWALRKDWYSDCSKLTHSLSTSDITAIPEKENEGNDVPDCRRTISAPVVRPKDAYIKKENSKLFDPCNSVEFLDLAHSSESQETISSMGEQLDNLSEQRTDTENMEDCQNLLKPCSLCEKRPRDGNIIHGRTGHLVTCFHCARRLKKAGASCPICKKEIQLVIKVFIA
Target sequence (Q00987 whole entry, looked up): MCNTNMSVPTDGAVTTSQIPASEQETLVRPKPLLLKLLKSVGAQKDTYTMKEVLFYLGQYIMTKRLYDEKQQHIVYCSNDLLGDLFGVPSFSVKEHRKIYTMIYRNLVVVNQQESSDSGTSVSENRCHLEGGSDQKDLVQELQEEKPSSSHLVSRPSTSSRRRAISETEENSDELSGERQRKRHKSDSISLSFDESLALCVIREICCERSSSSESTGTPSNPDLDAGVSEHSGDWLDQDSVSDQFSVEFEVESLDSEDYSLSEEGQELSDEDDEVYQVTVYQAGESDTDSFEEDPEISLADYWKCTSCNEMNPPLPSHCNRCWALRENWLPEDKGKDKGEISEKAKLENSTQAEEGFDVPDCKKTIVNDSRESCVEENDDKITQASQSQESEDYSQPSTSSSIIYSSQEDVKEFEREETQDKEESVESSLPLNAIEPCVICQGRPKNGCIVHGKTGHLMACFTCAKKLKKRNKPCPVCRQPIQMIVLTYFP
UPR CHOP act = activators of apoptotic arm of unfolded protein response (CHOP); CHO-CHOP luciferase reporter, UPR activation, luminescence; percent of tunicamycin response over DMSO baseline; activation, % at 10 µM; actives 0.34% (n = 330,000); AID 449763;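 active = at 10 µM dose, activation of 40% or more, normalized to positive control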;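 also: 100% = tunicamycin at 10 µg/mL and 0% = DMSO alone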
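Assay system: CHO-CHOP cells, stable luciferase reporter of PERK-eIF2a-CHOP signalling / Buffer or medium: F12 plus 10% serum / Compound dosing: one dose, 10 µM in 0.5% DMSO / Times: 6 h compound treatment, 37 °C / Technique: luciferase luminescence / Read-out: % reporter activation, DMSO baseline versus tunicamycin full activation / Benchmarks: tunicamycin and DMSO controls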
UPR XBP1 act = adaptive UPR (XBP1) activation. activation, % at 20 µM. actives 0.33% (n = 330,000). CHO-XBP1 luciferase reporter, IRE1-XBP1 UPR activation, luminescence; percent of tunicamycin response, DMSO as zero;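 active = versus positive control, 20 µM dose yields 30% or more activation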;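 also: 100% = tunicamycin at 10 µg/mL and 0% = DMSO only wells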
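Test system: CHO-XBP1 luciferase reporter cells | Buffer or medium: Serum-containing F12 medium, 10% FBS | Schedule: 6 h compound exposure at 37 °C, 5% CO2 | Detection: Steady-Glo luciferase glow luminescence, 10 min after reagent addition | Read-out basis: Activation, % of tunicamycin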
APJ ag = APJ receptor agonism. CHO-K1 APJ PathHunter beta-arrestin, luminescence; 0% DMSO wells, 100% apelin. AID 2520. actives 0.11% (n = 330,000). activation, % at 20 µM. P35414;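 active = activation more than six SD over the plate average, tested at 20 µM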;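 also: 0% = DMSO alone and 100% = apelin-13 at 10 nM; some results filed as inactive read as strong as hits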
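system = engineered CHO-K1 APJ arrestin reporter cells | input = 1000 cells per well | timing = overnight seeding, 90 min compound at 25 °C, 1 h detection | measured by = enzyme-fragment complementation luminescence | read-out = beta-arrestin recruitment to APJ as agonist activity, luminescent signal | control set = negative DMSO alone, positive Apelin-13 at 10 nM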
An asterisk follows results filed as active; . = not tested or not shown.

SMILES	TIM10 inh	tim23-1 inh	tim10-1 inh	NALP3 yeast inh	NR3A LBD binder	Mdm2 MdmX PPI	UPR CHOP act	UPR XBP1 act	APJ ag
Cc1cc([N+](=O)[O-])nn1CC(=O)NC(C)c1ccccc1 (centres undefined)	-6	-5	-8	12	1	-9	-0.4	-4	-4
COc1cccc(CNC(=O)C2CCC(CNc3c(N4CCC(C)CC4)c(=O)c3=O)CC2)c1 (centres undefined)	14	-1	3	8	0	6	4.2	-3	-4
CCOc1ncccc1C(=O)OCC(=O)Nc1ccc(Cl)cn1	-19	8	-21	22	1	5	1.0	2	-6
Cc1ccc(-c2nc3ccccc3o2)cc1NC(=S)NC(=O)c1cccs1	-17	-25	-12	12	0	22	2.0	5	0
Fc1ccc(-n2c(-c3cc(C4CC4)[nH]n3)n[nH]c2=S)cc1Cl	7	6	1	22	2	0	0.4	0	1
CCOc1ccc(N2CC(C(=O)NCCC3=CCCCC3)CC2=O)cc1 (centres undefined)	11	17	28	20	0	-8	-0.5	-3	3
COc1ccc(Br)cc1CNC(=O)c1ccc2c(c1)N(C)CCS2	8	43	28	29	-5	-11	0.9	1	-6
Cc1cccc(OCC(=O)OCC(=O)N2CCCc3ccccc32)c1C	-2	18	12	16	0	-12	1.4	-3	-2
Cc1ccc(-c2nc(N=Nc3ccc(O)cc3)n[nH]2)cc1	-10	0	1	30	1	20	4.4	0	-2
CC(C)N(c1ccccc1)c1ccc(NC(=S)NCCN(C)C)cc1	8	9	6	11	-1	40	-0.4	7	-1
CCN(CC)S(=O)(=O)c1ccc(C)c(NC(=O)CN2C(=O)NC3(CCCC3)C2=O)c1	-17	7	2	12	-1	7	0.1	-3	-2
COc1cc(CCC(=O)N2CCN(c3ccc([N+](=O)[O-])cc3)CC2)cc(OC)c1OC	-2	11	21	17	-1	21	-0.4	-3	6
O=[N+]([O-])c1ccc(C(O)CN2CCN(Cc3ccccc3)CC2)cc1 (centres undefined)	-74	-36	-18	14	-1	-14	-0.6	-1	-3
COc1ccccc1N1CCN(C(=O)C2CCCO2)CC1 (centres undefined)	-2	-5	-11	18	-1	13	2.6	1	-5
COc1cccc(C2NC(=O)c3ccccc3O2)c1OC (centres undefined)	4	14	21	4	-1	10	-0.6	0	-2
COc1ccc(NC(=O)C(c2ccccc2)c2ccccc2)c(OC)c1	21	20	7	7	2	5	-0.6	1	-1
C[C@H](NC(=O)c1ccccc1Cl)C(=O)Nc1ccccc1F	14	2	-17	11	0	11	0.8	-2	-1
COc1ccc(C(=O)NCS(=O)(=O)c2ccc(C)cc2)cc1	2	8	4	10	0	13	1.2	0	-4
Cc1c(OC(=O)CNC(=O)OC(C)(C)C)ccc2c3c(c(=O)oc12)CCC3	45*	41	49*	-9	2	8	2.8	7	-1
O=C(NCCc1ccc(O)c(O)c1)C1COc2ccccc2O1 (centres undefined)	-5	17	16	2	3	11	64*	50*	3
C/C(N)=C(/C#N)C(=O)CSc1nn(-c2ccc(Cl)cc2)c(=S)s1	16	19	-6	17	13*	-42	3.1	2	-4
Cc1ccc(-c2nc(CSCC(=O)NCc3cccnc3)c(C)o2)cc1	13	11	20	-13	1	3	-1.6	1	-2
Cc1[nH]c2ccccc2c1C(=O)CSc1ccccc1	17	24	20	26	-10	-29	2.6	2	-3
Cc1ccc2nc(NC(=O)CC3Oc4ccccc4NC3=O)sc2c1 (centres undefined)	11	-2	-3	1	0	-14	-0.3	3	-4
Cc1cccc(Nc2c3c(nc4ncnn24)CCC3)c1	2	-1	20	8	-1	7	1.5	-1	-1
CCOC(=O)c1[nH]c(C)c(C)c1C	-1	5	-7	4	1	23	-0.2	3	-1
COc1ccc(S(=O)(=O)N2CCN(CC(O)CN3CCOCC3)CC2)cc1 (centres undefined)	-5	-7	-12	24	1	-8	1.8	2	-1
C[C@@]12CCC=C[C@H]1[C@H](c1ccccc1Br)N(Cc1ccccc1)C2=O	40*	63*	43*	.	-1	26	-0.2	-2	.
COc1ccc2nc(C)cc(SCC(=O)N/N=C/c3ccccc3)c2c1	22	30	17	15	-3	3	-0.1	-1	-3
CC1(C)CC(=O)C2=C(C1)OC(N)=C(C#N)C2C1CC=CCC1 (centres undefined)	-19	1	33	-12	-3	-22	-1.5	-2	-6
COc1ccc(/C=N/NC(=O)c2c(C)nc3ccc(Br)cn23)cc1OC	10	1	10	9	1	7	5.9	15	-4
CCn1cc(CN2CCCC(C(=O)c3ccc(-c4ccccc4)c(F)c3)C2)cn1 (centres undefined)	-3	-36	-15	17	-1	4	0.7	-1	0
O=C(COc1ccc(Br)cc1)N(CCO)CCO	8	11	8	-4	-1	1	0.9	1	3
COc1ccccc1N=CC1=C(O)CC(c2ccccc2)CC1=O (centres undefined)	25	10	13	33	-1	-6	31	20	-4
COc1ccc(CNC(=O)CCCNC(=O)c2ccc(Cl)cc2)cc1OC	0	0	-9	-3	-1	17	1.8	-5	-3
CN(C)CCCNS(=O)(=O)c1ccc(NC2CCCCCC2)c([N+](=O)[O-])c1	-2	-1	-3	22	-5	46	2.8	6	1
c1ccc(OCCn2c(-c3ccco3)nc3ccccc32)cc1	30	38	3	25	2	-11	2.8	4	-4
CCc1cc(C(=O)Nc2nc(-c3ccccn3)cs2)sc1C	-5	9	6	23	0	52*	1.4	1	-5
COc1cccc(NC(=O)CN(c2cccc(C(F)(F)F)c2)S(C)(=O)=O)c1	5	-11	30	9	-10	-1	3.6	2	-4
Cc1cc(N/C=C2\CCCCC2=O)no1	-4	8	-8	1	0	-12	0.3	0	3
COC(=O)c1[nH]c2cc(OC)ccc2c1N=CN(C)C	14	9	-3	1	2	29	-0.4	1	-1
Cc1ccc(CS(=O)(=O)CCC(=O)NCCc2ccccc2)cc1	7	9	-3	13	-5	19	-0.3	-3	-2
COC(=O)Nc1nncs1	9	10	1	15	1	-4	1.4	2	0
COc1ccc([N+](=O)[O-])cc1NC(=O)C(C)N1CCCC1 (centres undefined)	6	3	-11	19	-2	18	-1.0	-2	2
CC(=O)Nc1cccc(NC(=O)C(=O)Nc2ccc3c(c2)N(C(=O)C2CC2)CCC3)c1	5	4	17	6	-2	18	2.8	1	6
Cc1ccccc1NC(=O)Nc1cc(S(N)(=O)=O)ccc1C	0	5	-11	8	2	-14	-0.8	-1	-4
COc1ccccc1CC(=O)Nc1ccc(-c2noc(COc3ccc(Cl)c(C)c3)n2)cc1	-30	-25	15	10	-3	6	6.4	31*	-1
O=C(CSc1n[nH]c(-c2ccco2)n1)Nc1ccccc1F	5	4	6	5	0	-5	2.0	-7	-1
CC(C)c1nc(C(=O)N2CCCC(N3CCN(c4cccc(Cl)c4)CC3)C2)cs1 (centres undefined)	13	29	19	10	-1	-4	0.8	-5	-6
COC(c1ccccc1)c1nnc(CCC(=O)N(C)CCc2ccccc2)o1 (centres undefined)	-4	11	20	5	0	-30	2.3	2	-2
Cc1ccccc1NC1=C(Cl)C(=O)N(C2CCCCC2)C1=O	6	16	12	6	1	8	-1.4	-2	-1
COc1cccc(NC(=O)c2oc3ccc(S(=O)(=O)N4CCOCC4)cc3c2C)c1	16	15	2	18	-3	27	1.1	-2	3
Cc1cccc(NC(=O)N2CCc3ccccc3C2)c1C	9	23	17	26	-1	-1	3.8	0	-8
Cc1cc(OC(C)C(=O)NCCCn2ccnc2)c2c(C)c(C)c(=O)oc2c1 (centres undefined)	-2	8	17	21	-1	8	1.0	-6	0
CCn1cc(C(=O)OCC(=O)N(C)Cc2ccccc2)c(=O)c2ccc(C)nc21	-3	-1	-4	-11	1	4	-2.4	1	0
O=Cc1ccc(OCC(=O)NC(=O)NC2CCCCC2)cc1	7	16	1	16	2	0	-2.1	-2	-3

18 successive entries out of the list so far, quoted:
SMILES	TIM10 inh	tim23-1 inh	tim10-1 inh	NALP3 yeast inh	NR3A LBD binder	Mdm2 MdmX PPI	UPR CHOP act	UPR XBP1 act	APJ ag
CN(C)CCCNS(=O)(=O)c1ccc(NC2CCCCCC2)c([N+](=O)[O-])c1	-2	-1	-3	22	-5	46	2.8	6	1
c1ccc(OCCn2c(-c3ccco3)nc3ccccc32)cc1	30	38	3	25	2	-11	2.8	4	-4
CCc1cc(C(=O)Nc2nc(-c3ccccn3)cs2)sc1C	-5	9	6	23	0	52*	1.4	1	-5
COc1cccc(NC(=O)CN(c2cccc(C(F)(F)F)c2)S(C)(=O)=O)c1	5	-11	30	9	-10	-1	3.6	2	-4
Cc1cc(N/C=C2\CCCCC2=O)no1	-4	8	-8	1	0	-12	0.3	0	3
COC(=O)c1[nH]c2cc(OC)ccc2c1N=CN(C)C	14	9	-3	1	2	29	-0.4	1	-1
Cc1ccc(CS(=O)(=O)CCC(=O)NCCc2ccccc2)cc1	7	9	-3	13	-5	19	-0.3	-3	-2
COC(=O)Nc1nncs1	9	10	1	15	1	-4	1.4	2	0
COc1ccc([N+](=O)[O-])cc1NC(=O)C(C)N1CCCC1 (centres undefined)	6	3	-11	19	-2	18	-1.0	-2	2
CC(=O)Nc1cccc(NC(=O)C(=O)Nc2ccc3c(c2)N(C(=O)C2CC2)CCC3)c1	5	4	17	6	-2	18	2.8	1	6
Cc1ccccc1NC(=O)Nc1cc(S(N)(=O)=O)ccc1C	0	5	-11	8	2	-14	-0.8	-1	-4
COc1ccccc1CC(=O)Nc1ccc(-c2noc(COc3ccc(Cl)c(C)c3)n2)cc1	-30	-25	15	10	-3	6	6.4	31*	-1
O=C(CSc1n[nH]c(-c2ccco2)n1)Nc1ccccc1F	5	4	6	5	0	-5	2.0	-7	-1
CC(C)c1nc(C(=O)N2CCCC(N3CCN(c4cccc(Cl)c4)CC3)C2)cs1 (centres undefined)	13	29	19	10	-1	-4	0.8	-5	-6
COC(c1ccccc1)c1nnc(CCC(=O)N(C)CCc2ccccc2)o1 (centres undefined)	-4	11	20	5	0	-30	2.3	2	-2
Cc1ccccc1NC1=C(Cl)C(=O)N(C2CCCCC2)C1=O	6	16	12	6	1	8	-1.4	-2	-1
COc1cccc(NC(=O)c2oc3ccc(S(=O)(=O)N4CCOCC4)cc3c2C)c1	16	15	2	18	-3	27	1.1	-2	3
Cc1cccc(NC(=O)N2CCc3ccccc3C2)c1C	9	23	17	26	-1	-1	3.8	0	-8

No enrichment for hits (roughly 8.2% active in at least one column).
